SRC1 TRFRET art: flags TR-FRET format artefacts in PPARgamma SRC-1 recruitment agonist screen. 99,000 tested, 0.34% active. TR-FRET detection artefact counter-screen, emission ratio; active compounds read high. AID 1051. TR-FRET ratio at 8 µM; in the data active means TR-FRET ratio above about 2300; further: inactives centre near 1800; reference of the scale not given here
SRC3 TRFRET art: TR-FRET artefact, counter-screen to PPARgamma/SRC-3 agonist assay; 99,000 tested, 0.39% active; TR-FRET ratio at 8 µM; PPARgamma/SRC-3 format; active compounds read high; in the data active means TR-FRET ratio above about 2000; further: inactives centre near 1600; reference of the scale not given here
The depositor's hits bear a star. This is a subset; the hit share may differ from the screen's.

SMILES	SRC1 TRFRET art	SRC3 TRFRET art
CCN(CC)C1=CC(=[N+]2CCCC2)CC(C)(C)C1	1759	1663
O=C(CN1C(=O)S/C(=C\c2ccccc2)C1=O)NNC(=O)c1ccccc1O	1716	1612
Cc1nc(SCC(=O)NCC(F)(F)F)c2c(-c3cccs3)csc2n1	1865	1647
Cc1ccc2c(ccc(=S)n2C)c1	2278	2121*
Cn1c(-c2cc(Br)ccc2O)n[nH]c1=S	1553	1503
Cn1cc(C(=O)N2CCc3ccccc3C2)c(=O)c2cc(S(=O)(=O)N3CCOCC3)ccc21	1830	1866
CC(=O)N(c1nc(CCl)cs1)c1cccc(C)c1C	1698	1446
C/C(=N\N=C(N)N)c1cccc([N+](=O)[O-])c1	1754	1372
CN(Cc1ccccc1)S(=O)(=O)c1ccc(Cl)c(C(=O)O)c1	1501	1371
Cc1ccc2nsnc2c1S(=O)(=O)N(CCO)Cc1cc2cc3c(cc2[nH]c1=O)OCCO3	1891	1534
Cc1c(C(=O)O)oc2c1C(=O)CC(C)(C)C2	1728	1555
O=C1C(=Cc2ccc(Br)o2)C(=O)c2ccccc21	1779	1662

Profiles as entered above. Order of screens: SRC1 TRFRET art	SRC3 TRFRET art
Shown for `CN(Cc1ccccc1)S(=O)(=O)c1ccc(Cl)c(C(=O)O)c1` → 1501	1371
Shown for `Cc1c(C(=O)O)oc2c1C(=O)CC(C)(C)C2` → 1728	1555
Shown for `CC(=O)N(c1nc(CCl)cs1)c1cccc(C)c1C` → 1698	1446

(further entries)
SMILES	SRC1 TRFRET art	SRC3 TRFRET art
COc1ccc(C2=NN(C(C#N)c3ccc(OC)cc3)C(c3ccccc3)C2)cc1 (stereo not drawn)	1609	1540
CC1(C)CNC(=O)c2sc(NC(=O)c3ccccc3)nc2C1	1680	1436
COC(=O)c1ccc(NC(=O)Nc2ccc3c(c2)nc(C)n3C)cc1	1653	1458
CCOC(=O)Cc1csc(NC(=O)/C=C/c2cccc(Br)c2)n1	1510	1325
CC(C)(C)OC(=O)NCCCCCNC(=O)c1[nH]cnc1C(=O)N[C@@H](Cc1ccccc1)C(=O)OCc1ccccc1	1664	1487
CC(C)n1nc(C(=O)NCc2ccc3c(c2)OCO3)c2ccccc2c1=O	1711	1609
CCC1(CC)NC(=O)N(Cc2nc3ccccc3s2)C1=O	1723	1339
COc1ccc(-n2c(=O)/c(=C\c3cccs3)s/c2=C(/C#N)C(=O)N2CCN(C)CC2)cc1	1881	1491
O=C(NCc1ccco1)C(=O)NCC1OCCN1S(=O)(=O)c1ccccc1 (stereo not drawn)	1858	1546
COc1ccc(F)cc1S(=O)(=O)Nc1ccc2c(c1)OCCO2	1974	1770
Cc1cc(C)nc(SCc2cc(=O)c(OC(=O)c3cccc([N+](=O)[O-])c3)co2)n1	1860	1641
N#C/C(=N\Nc1ccc(S(=O)(=O)N2CCCCCC2)cc1)C(N)=S	1931	1643
NS(=O)(=O)c1ccc(NC(=S)N2CCN(c3ccccc3Cl)CC2)cc1	1955	1874
CCOC(=O)N1CCN(c2c(N3CCN(c4ccccn4)CC3)c(=O)c2=O)CC1	1839	1456
CC1CCCN(S(=O)(=O)c2ccc(Br)s2)C1 (stereo not drawn)	2124	1627
O=C(COC(=O)/C=C/c1ccc(F)cc1)Nc1cc(C(F)(F)F)ccc1N1CCOCC1	1955	1471
CC(C)C(=O)NNS(=O)(=O)c1ccccc1	1863	1718
COCCCNC(=S)N(Cc1ccccc1)Cc1nc2ccccc2c(=O)[nH]1	1675	1586
C(=N\NC(=Nc1ccccc1)c1ccccn1)/c1ccccn1	1867	1492
NC(=O)c1c(NC(=O)c2cnccn2)sc2c1CCCC2	1673	1303
Cc1cc(=O)n2nc(N3CCCC(C(=O)NCc4ccc5c(c4)OCO5)C3)sc2n1 (stereo not drawn)	1789	1532
CC1=NN(c2cccc(C(=O)O)c2)C(=O)/C1=C\C=C/c1ccccc1	1683	1715
Cc1cccc(NC(=O)CCCSc2nc3ccccc3[nH]2)c1	1775	1614
Cc1cc(C(=O)Cn2nc(C(=O)O)c3ccccc3c2=O)c(C)n1CCc1ccc(Cl)cc1	1979	1522
CCOC(=O)c1c(NC(=O)Cn2nc(C(F)(F)F)cc2C)sc2c1CCC2	1902	1585
CCCSc1nc2c(c(=O)n1-c1ccc(OCC)cc1)SCC2	2105	1683
CC(=O)Nc1ccc(NC(=O)CSc2nnc(CNc3ccc(F)cc3)n2CC2CCCO2)cc1 (stereo not drawn)	1622	1392
O=C1C=C(N2CCCCC2)C2(CCCCC2)O1	1888	1789
CC(CCc1ccccc1)NC(=O)COC(=O)C1CCC(C(C)(C)C)CC1 (stereo not drawn)	1659	1692
CC(=O)c1ccc(N2CCN(C(=O)Nc3ccc(F)cc3F)CC2)cc1	1954	1657
COc1ccc(Br)cc1CN(C)CC(=O)NCCc1ccccc1	1700	1579
Cc1ccc2c(C)c(C(=O)NCc3ccc(S(N)(=O)=O)cc3)oc2c1C	1780	1488
Cc1cc(C)cc(NC(=O)Cn2cnc3c(nnn3Cc3ccc(F)cc3)c2=O)c1	1906	1528
COc1cccc(C(=O)Nc2cccnc2)c1OC	1840	1625
C=CCN=c1scc(-c2ccc3c(c2)NC(=O)CO3)n1/N=C(\C)c1ccccn1	1742	1236
CCOC(=O)C1=C(C)N(C)C(=S)NC1c1cc(OC)ccc1OC (stereo not drawn)	1932	1530
COc1ccc2oc(C(=O)OCc3c(C)noc3C)c(C)c2c1	1749	1580
O=C(Nc1ccc(N2CCCCC2)cc1)c1ccc2ccccc2n1	1696	1614
COCCN(C(=S)Nc1ccccc1C)C(C)c1cccnc1 (stereo not drawn)	1624	1397
Cc1ccc(-c2c(C)n([O-])c3c([n+]2=O)CCCC3)cc1	1980	1529
O=C(N/N=C/C1CC2CCC1C2)c1c[nH]c2ccccc12 (stereo not drawn)	1677	1616
COc1ccc(C(=O)Nc2cccc(S(C)(=O)=O)c2)cc1OC	1711	1594
Cc1cc(Sc2nc(N)ncc2[N+](=O)[O-])ncn1	1881	1578
CN1CCN(c2ccc(Cl)cc2NC(=O)c2ccc(=O)n(C)n2)CC1	1812	1712
O=C(NCc1nc2ccccc2[nH]1)C1=C[C@H](c2ccc(Br)cc2)C[C@H](OCc2ccc(CO)cc2)O1	1835	1542
O=C(/C=C/c1ccccc1)Oc1ccc(C(=S)N2CCOCC2)cc1	2088	1715
COc1ccc(NC(=S)N2CCCC2)cc1	1745	1624
CCOc1ccccc1NC(=O)NC(=O)N(C)S(C)(=O)=O	1714	1523
COc1cnc(-c2ccccc2)nc1OC	1687	1547
Cc1cc2nc(CSc3ccccc3)cc(=O)n2[nH]1	1800	1582
COc1ccc(OCCC(=O)NCC23CC4CC(CC(C4)C2)C3)cc1	1513	1498
Cc1ccccc1CSc1nc(C(C)(C)C)cc(=O)[nH]1	1852	1491
CC1=CC2=NC(=O)/C(=C\c3cc(C)n(-c4ccccc4F)c3C)C(=N)N2O1	1796	1453
CC12CCC(C/C1=N\N=C1\NC(=O)/C(=C\c3ccc(Cl)cc3)S1)C2(C)C (stereo not drawn)	1872	1611
C/C(Cn1nc([N+](=O)[O-])cc1C)=N\NC(=O)COc1ccccc1[N+](=O)[O-]	1447	1584
O=C(Nc1nncs1)C(Sc1ccccc1)c1ccccc1 (stereo not drawn)	1840	1483
C=CCn1c(=N)n(CC(=O)c2ccc(Br)s2)c2ccccc21	2070	1702
COc1ccc(/C=N/NC(=O)c2cccc([N+](=O)[O-])c2)cc1OC	1993	1574
O=C(CSc1ncccc1C(=O)O)c1cccc(C(F)(F)F)c1	2055	1631
Cc1ccc(N2CC(c3nc4ccccc4[nH]3)CC2=O)c(C)c1 (stereo not drawn)	1903	1650

Going on with the list.
SMILES	SRC1 TRFRET art	SRC3 TRFRET art
CCCNc1ccc(S(=O)(=O)N(C(C)C)C(C)C)cn1	1770	1421
N=c1c(C(=O)NCc2ccc(F)cc2)cc2c(=O)n3ccccc3nc2n1CCCN1CCOCC1	1866	1383
O=C(N/N=C/c1cccnc1)c1ccc(NC(=O)C(c2ccccc2)c2ccccc2)cc1	1711	1419
Cc1ccc(-c2nc(CN3CCCCC3)cc(CN3CCCCC3)c2O)cc1	1988	1645
COc1ccc(CONc2ncnc3nonc23)cc1[N+](=O)[O-]	1821	1813
CCn1c(CSc2ncccn2)nnc1SCC(=O)N1CCCCC1	1425	1597
Cc1nn(C)cc1C(=O)Nc1ccccc1Br	1889	1470
COc1ccc(CC(=O)NCCc2ccc(Cl)cc2Cl)cc1	1992	1775
Cc1cccc(-n2c(SCC(=O)Nc3cccc(S(=O)(=O)NC4=NCCCCC4)c3)nc3ccccc3c2=O)c1C	1710	1641
COc1ccc(CN2CCCC(CNC(=O)c3ccc(F)cc3)C2)cc1OC (stereo not drawn)	1888	1700
CC1(C)Cc2ccccc2C(C(Cc2ccccc2)C(N)=O)=N1 (stereo not drawn)	2012	1688
Cc1cc(C)n(CC(O)COc2c(C)cccc2C)n1 (stereo not drawn)	1740	1835
c1csc(CNc2nc(-c3cccs3)nc3ccccc23)c1	1905	1517
CCOc1cc(C(=O)OCC(=O)c2cc(C)n(CC3CCCO3)c2C)ccc1OCC(=O)N1CCOCC1 (stereo not drawn)	1989	1707
COc1ccc(CCN(C)C(=O)CSc2ncnc3sccc23)cc1OC	1907	1787
O=c1cc(-c2ccccc2F)nc(-c2ccccc2F)o1	1723	1640
O=C(N[C@@H](Cc1ccc(O)cc1)C(=O)O)C(c1ccccc1)c1ccccc1	1627	1502
CC(CCc1ccccc1)NC(=O)COC(=O)c1ccccc1O (stereo not drawn)	1837	1605
O=C(NCc1ccc2c(c1)OCO2)C(=O)NCC1CCCO1 (stereo not drawn)	1627	1718
O=C(NCc1cn(-c2ccccc2)nc1-c1ccccc1)c1ccc([N+](=O)[O-])cc1	2017	1624
O=C(c1ccco1)N1CCN(Cc2nc(-c3cccs3)no2)CC1	1919	1490
Cc1ccc(Nc2ccc(NCc3ccccc3)nn2)cc1C	1640	1471
Cc1ccc(N2CCN(C(=O)N3CCOCC3)CC2)cc1C	1916	1828
COc1cc(C=O)ccc1OCCOc1ccccc1[N+](=O)[O-]	1690	1692
Cc1ccc(N2C(=O)Nc3cc(Cl)c(Cl)cc3N2O)cc1Cl	1606	1757
Cc1ccc(S(=O)(=O)N2CCC(=O)N(CCOC(=O)Nc3ccccc3C)CC2)cc1	1723	1464
CC(OC(=O)CN(C)S(=O)(=O)c1ccc(Cl)cc1)C(=O)Nc1ccc(N2CCOCC2)cc1 (stereo not drawn)	1599	1654
O=C(Nc1cccc(Br)c1)c1ccccc1-c1ccccc1	1578	1576
C/C(=N\N(C)C)C1=C(O)c2ccccc2C1=O	1646	1578
CCOc1cccc(=O)c2c(C)n(-c3ccc(C(=O)O)cc3)c(C)c12	1682	1657
O=C(NCc1ccccc1)C1=C[C@@H](c2ccc(Br)cc2)C[C@@H](OCc2ccc(CO)cc2)O1	1714	1656
Cc1c(NC(=S)NC(=O)C(C)(C)C)cccc1[N+](=O)[O-]	1894	1754
CCO[C@H]1OC(C(=O)NCc2nc3ccccc3[nH]2)=C[C@@H](C2CCCCC2)[C@@H]1CCCO	1667	1560
Fc1ccc(NC(=S)Nc2cc(Cl)ccc2Cl)cc1	1759	1610
Cc1ccc(OC(=O)c2cc(=O)c3ccccc3o2)cc1	1636	1699
CCS(=O)(=O)N1CCN(c2ccc(Cl)cc2[N+](=O)[O-])CC1	1985	1695
COc1ccc(CCNC(=O)/C=C/C(=O)O)cc1	1980	1658
CCNC(=S)NNC(=O)c1ccccc1Cl	2266	1792
COc1ccc(NC(=O)c2cccnc2NCCc2ccccc2)cc1	1591	1435
C=CCNC(=O)/C(=C\c1ccc(Br)cc1)NC(=O)c1ccccc1OC	2060	1716
CCOc1ccccc1C(=O)NC(C(=O)NCc1ccc(F)cc1)C(C)C (stereo not drawn)	1816	1385
Cc1ccc(C(=O)NCC(=O)Nc2ccc(C)c(S(=O)(=O)Nc3ccc(Cl)cc3)c2)s1	1776	1576
Cc1cc(C)n(C(=O)CNC(=O)C2COc3ccccc3O2)n1 (stereo not drawn)	1882	1290
CC(=O)Nc1ccccc1NC(=O)c1ccccc1	1870	1657
CCC(COC)NCc1cn(-c2ccc(OC)cc2)nc1-c1cccc(F)c1 (stereo not drawn)	1616	1639
CCOc1ccccc1OC(=O)c1cc2ccccc2oc1=O	1839	1648
COC(=O)N1[C@H](C)C=C[C@]1(Cc1ccccc1)C(=O)O	2050	1589
COc1ccc(N2C(=O)CCC2=O)c(OC)c1	1864	1639
O=C(C1CCN(S(=O)(=O)c2cccc3cccnc23)CC1)N1CCN(C2CCCCC2)CC1	1534	1552
COCCCN(CC(=O)Nc1ccc(N2CCOCC2)cc1)S(=O)(=O)c1ccc(Cl)cc1	1630	1556

Structural class: the compounds so far with a Cl atom.
SMILES	SRC1 TRFRET art	SRC3 TRFRET art
CC(=O)N(c1nc(CCl)cs1)c1cccc(C)c1C	1698	1446
CN(Cc1ccccc1)S(=O)(=O)c1ccc(Cl)c(C(=O)O)c1	1501	1371
NS(=O)(=O)c1ccc(NC(=S)N2CCN(c3ccccc3Cl)CC2)cc1	1955	1874
Cc1cc(C(=O)Cn2nc(C(=O)O)c3ccccc3c2=O)c(C)n1CCc1ccc(Cl)cc1	1979	1522
CN1CCN(c2ccc(Cl)cc2NC(=O)c2ccc(=O)n(C)n2)CC1	1812	1712
CC12CCC(C/C1=N\N=C1\NC(=O)/C(=C\c3ccc(Cl)cc3)S1)C2(C)C (stereo not drawn)	1872	1611
COc1ccc(CC(=O)NCCc2ccc(Cl)cc2Cl)cc1	1992	1775
Cc1ccc(N2C(=O)Nc3cc(Cl)c(Cl)cc3N2O)cc1Cl	1606	1757
CC(OC(=O)CN(C)S(=O)(=O)c1ccc(Cl)cc1)C(=O)Nc1ccc(N2CCOCC2)cc1 (stereo not drawn)	1599	1654
Fc1ccc(NC(=S)Nc2cc(Cl)ccc2Cl)cc1	1759	1610
CCS(=O)(=O)N1CCN(c2ccc(Cl)cc2[N+](=O)[O-])CC1	1985	1695
CCNC(=S)NNC(=O)c1ccccc1Cl	2266	1792
Cc1ccc(C(=O)NCC(=O)Nc2ccc(C)c(S(=O)(=O)Nc3ccc(Cl)cc3)c2)s1	1776	1576
COCCCN(CC(=O)Nc1ccc(N2CCOCC2)cc1)S(=O)(=O)c1ccc(Cl)cc1	1630	1556
